# ATXN viability: Viability Counterscreen for Primary qHTS for Inhibitors of ATXN expression; S2 cells (HEK-293 line with an ATXN2-luciferase reporter) viability, CellTiter-Fluor protease fluorescence, 24 h; Potency, µM (top dose mostly 56.7 µM), hits mostly cytotoxic; 400,000 tested, 0.49% active; also: potency is read from the fitted curve at half-maximal effect; nearly all actives have a fitted effect of over 40% in size
# Nrf2 inh: Nrf2 qHTS screen for inhibitors | AID 504444, 2011 | A549 ARE-Fluc reporter, luciferase luminescence, 18-24 h | Potency, µM (top dose mostly 46 µM), inactives show at the top dose activity change, negative = inhibition, actives largely listed as inhibitors | 360,000 tested, 2.1% active; also: potency is read from the fitted curve at half-maximal effect; % is scaled to controls: 0 for no effect and ±100 for the full control effect; nearly all actives have a fitted effect of over 60% in size
#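 Reporter: ARE-Fluc in A549. Exposure: 18-24 h, 37 °C, 5% CO2, 5% FBS OPTI-MEM. Readouts: fluorescent cytotoxicity (CellTiter-Fluor), then luminescent Nrf2 signal after BugLite.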
# IL2 activator: qHTS of IL-2 Activators; activation, % (series mostly up to about 46 µM); IL-2 activation reporter assay, cell-based qHTS; stimulated with anti-CD3/CD4/CD28 beads; in transgenic mouse T cells; 360,000 tested, 0.065% active; in the data active = activation above about 50%; inconclusive = mostly about 30% to 49%; also: 0% is about no effect
#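 Screening format: compound pinned onto unstimulated transgenic mouse T cells, 60 min incubation, then anti-CD3/anti-CD4/anti-CD28 bead stimulation for 18 hours at 37 degrees C, followed by EGFP and DsRed detection.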
# TGFb inhibitor: qHTS for Inhibitors of TGF-b; HepG2 CAGA-GFP TGF-b/SMAD3 reporter, GFP fluorescence, 18 h; TGF-beta stimulated, 500 pg/mL final; Potency, µM (highest dose often 46.1 µM), inactives show top-dose activity, negative = inhibition, actives largely listed as inhibitors; 410,000 tested, 1.2% active; AID 588855, 2011; also: potency is read from the fitted curve at half-maximal effect; % is scaled to controls: 0 for no effect and ±100 for the full control effect; nearly all actives have a fitted effect of over 65% in size
#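 HEPG2 CAGA-GFP reporter cells (1000/well, DMEM with 1% FBS) received compounds, then recombinant TGF-beta at 500 pg/mL final for 18 hours at 37 degrees C. Per-cell GFP summed per well was normalised to unstimulated and stimulated DMSO controls before curve fitting.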
# HepG2 viability: qHTS for Inhibitors of TGF-b: Cytotox Counterscreen; HepG2 CAGA-GFP viability, ATP luminescence, 18 h; 410,000 tested, 0.76% active; Potency, µM (series often up to 46.1 µM), for the others: top-dose activity change, negative = cytotoxicity, most hits filed as cytotoxic; also: potency is read from the fitted curve at half-maximal effect; some results filed as inactive show a strong effect at the top dose
#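 HepG2 CAGA-GFP cells (1000/well, DMEM with 1% FBS) received compound, then TGF-beta at 500 pg/mL final, and were incubated 18 hours at 37 degrees C. Viability was read by CellTiter-Glo luminescence. Media-only wells were set as complete cell-killing and DMSO as no toxicity.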
# ATXN2 expr inh: Primary qHTS for Inhibitors of ATXN expression; Potency, µM (series often up to 57 µM), for inactives: at the highest dose activity change, negative = inhibition, usual class: inhibitors; 360,000 tested, 0.72% active; HEK-293 ATXN2-luciferase reporter, luminescence, 24 h; also: potency is read from the fitted curve at half-maximal effect; % is scaled to controls: 0 for no effect and ±100 for the full control effect; nearly all actives have a fitted effect of over 55% in size
#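 ATXN2-luciferase reporter cells (luciferase flanked by upstream and downstream ATXN2 gene portions) were treated 24 h at 37 °C with compounds at up to 57 uM. SteadyGlo luminescence gave expression; GF-AFC fluorescence gave viability.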
# A549 viability: Nrf2 qHTS screen for inhibitors: counterscreen for cytotoxicity. AID 504648, 2011. Potency, µM (top dose mostly 46 µM), for the others: top-dose activity change, negative = cytotoxicity, usual class: inhibitors. 390,000 tested, 0.16% active. A549 ARE-Fluc cells, CellTiter-Fluor viability, 18-24 h; also: potency is read from the fitted curve at half-maximal effect; % is scaled to controls: 0 for no effect and ±100 for the full control effect
#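 A549 ARE_Fluc cells in 5% FBS OPTI-MEM were exposed to compounds in concentration-response for 18-24 h at 37 deg C. Viability was read by CellTiter-Fluor fluorescence (Ex 405/Em 525) after 30 min, before the luciferase read.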
# EPAC2 agonist: qHTS for Agonist of cAMP-regulated guanine nucleotide exchange factor 4 (EPAC2): primary screen; Rap guanine nucleotide exchange factor 4 (Homo sapiens), Q8WZA2; EPAC2 activation, biochemical qHTS; response scale: 100% = 6.5 mM cAMP response; Potency, µM (doses to about 154 µM), for the others: at the highest dose activation, most hits filed as activators; 360,000 tested, 0.079% active; AID 720711, 2013; also: potency is read from the fitted curve at half-maximal effect; nearly all actives have a fitted effect of over 50% in size
# Target sequence (Q8WZA2 whole entry, looked up): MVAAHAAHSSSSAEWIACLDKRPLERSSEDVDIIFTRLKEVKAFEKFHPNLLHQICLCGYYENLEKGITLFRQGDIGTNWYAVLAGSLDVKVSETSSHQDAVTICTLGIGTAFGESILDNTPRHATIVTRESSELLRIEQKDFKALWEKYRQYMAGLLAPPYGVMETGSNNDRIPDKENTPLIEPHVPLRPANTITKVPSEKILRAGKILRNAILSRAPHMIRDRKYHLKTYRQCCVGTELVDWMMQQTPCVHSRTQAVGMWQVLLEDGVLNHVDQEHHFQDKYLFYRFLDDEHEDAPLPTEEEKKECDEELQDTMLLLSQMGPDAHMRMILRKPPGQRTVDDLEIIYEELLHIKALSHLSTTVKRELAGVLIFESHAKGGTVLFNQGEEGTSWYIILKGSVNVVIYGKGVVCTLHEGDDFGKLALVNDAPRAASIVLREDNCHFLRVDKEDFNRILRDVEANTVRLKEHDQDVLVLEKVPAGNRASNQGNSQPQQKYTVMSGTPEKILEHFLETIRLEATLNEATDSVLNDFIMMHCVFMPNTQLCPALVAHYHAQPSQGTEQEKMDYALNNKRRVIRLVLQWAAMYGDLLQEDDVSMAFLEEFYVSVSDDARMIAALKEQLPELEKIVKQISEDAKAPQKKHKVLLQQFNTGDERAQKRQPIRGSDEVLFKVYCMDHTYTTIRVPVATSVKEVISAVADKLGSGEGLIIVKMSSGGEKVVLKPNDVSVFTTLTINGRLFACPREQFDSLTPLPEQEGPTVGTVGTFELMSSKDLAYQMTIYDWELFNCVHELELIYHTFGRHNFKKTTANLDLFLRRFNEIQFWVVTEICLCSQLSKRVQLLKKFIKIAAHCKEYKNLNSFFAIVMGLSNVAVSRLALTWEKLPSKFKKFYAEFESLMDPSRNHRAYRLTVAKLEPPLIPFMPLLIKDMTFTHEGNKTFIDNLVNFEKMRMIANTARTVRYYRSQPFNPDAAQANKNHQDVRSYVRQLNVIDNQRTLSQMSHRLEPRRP
#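 Guanine nucleotide exchange by EPAC2 is measured as reduced fluorescence of BODIPY-GDP once it is released from 250 nM Rap1B. Plates are read kinetically for 30 min at room temperature; results are scaled to 6.5 mM cAMP.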
# Nrf2 activator: qHTS of Nrf2 Activators | AID 624171, 2012 | 410,000 tested, 0.31% active | Potency, µM (titrated, usually from 46.1 µM), for inactives: at the highest dose activation, most hits filed as activators | AREc32 ARE-luciferase reporter (MCF7-derived line), luminescence, 24 h; also: potency is read from the fitted curve at half-maximal effect; % of control where 0% means no effect; nearly all actives have a fitted effect of over 65% in size
#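 ARE activation measured as luciferase luminescence (Steady-Glo, 30 min RT) in AREc32_Fluc cells after 24 hr compound exposure at 37 deg C, 5% CO2; cells seeded overnight at 1000/well in OPTI-MEM, 5% FBS.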
# Active calls of the source: *; i = inactive; ? = inconclusive; · = not tested or not shown; & = joins results of further samples; [ ] = remark or other dose. Unless noted, calls follow the shape of the dose curve; as a rule, active = well fitted curve in the direction sought with a large enough effect; inconclusive = small, poorly fitted or top-dose-only effect, or another doubt; inactive = no such curve, though single readings can be large; an effect the other way counts as inactive or inconclusive.
structure	ATXN viability	Nrf2 inh	IL2 activator	TGFb inhibitor	HepG2 viability	ATXN2 expr inh	A549 viability	EPAC2 agonist	Nrf2 activator
COc1ccc(/C=C/C2=CC(C)(C)NC(=S)N2)c(OC)c1	?	?	-0.8	-24%	-6%	?	0%	6%	2.5%
Cc1cc(N2CCCC2=O)cc(C)c1S(=O)(=O)Nc1c(C)nn(C)c1C	i	-8%	0.6	-2%	-9%	-5%	6%	2%	0.3%
COCCCNC(=O)CN1C(=O)COc2ccc(S(=O)(=O)N3CCOCC3)cc21	i	0%&6%	-2.6	9%&-10%	12%&-2%	-1%&5%	?	3%	-0.2%&0.1%
COc1ccc(C2(C(=O)Nc3ccc(S(N)(=O)=O)cc3)CCCC2)cc1	i	2%	0.2	4%	-10%	-15%	-5%	10%	2.3%
O=C(Nc1ccc(S(=O)(=O)N2CCOCC2)cc1)c1cc(-c2ccccc2O)n[nH]1	i	-4%	-1.2	-7%	2%	-15%	1%	15%	-0.7%
CSCCC(C(=O)NCc1cccs1)N1C(=O)c2ccccc2C1=O (configuration not stated)	i	2%	-0.1	-15%	4%	5%	-2%	0%	0.7%
C/C(=N/NC(=O)CNC(=O)c1ccccn1)c1ccc([N+](=O)[O-])cc1	i	-6%	0.0	1%	-1%	16%	-11%	-4%	3.3%
COc1ccc(-n2nc(C(=O)NCC(=O)NC3CCCCCC3)c3ccccc3c2=O)cc1OC	i	-8%	2.5	-19%	-24%	-12%	-4%	2%	-0.2%
Cn1nc(-c2ccc(Cl)cc2)nc2c(=O)n(C)c(=O)nc1-2	·	-124%	·	1µM*	1.3µM*	·	8.2µM*	·	·
COC(=O)c1sccc1NC(=O)CC1C(=O)NCCN1C(=O)c1ccc(C)c(C)c1 (configuration not stated)	?	-4%	1.4	-7%	-4%	-20%	0%	-1%	4.4%
CCc1ccc(Oc2cc(Cl)nc(N)n2)cc1	i	26%	-0.3	-5%	2%	69%[activator]	1%	-8%	0.7%
Cc1ccc(C)c(CN2C(=O)c3ccccc3S(=O)c3ccc(C(=O)NCCCN4CCCC4)cc32)c1 (configuration not stated)	i	7%	-3.3	-13%	-20%	-36%	-1%	3%	12%
O=C(COC(=O)c1ccc(CO)cc1)NCc1cccs1	i	9%	-2.8	3%	-1%	0%	0%	4%	0.0%
CC(=O)Nc1ccc(C=CC=Cc2cccc([N+](=O)[O-])c2)cc1	?	7%	-7.0	?	4%	28%	-7%	4%	?
O=S(=O)(NC1=NCCCCC1)c1cccs1	i	10%	-0.9	0%	-1%	-11%	2%	2%	-0.5%
COC(=O)/C=C1\N/C(=N\c2nc(C)cc(C)n2)N(c2ccc(C)c(C)c2)C1=O	i	?	1.8	-3%	19%	-10%	-16%	-2%	?
c1ccc(Oc2ccccc2-c2cc(NCCc3cccnc3)n3nccc3n2)cc1	i	·	0.4	-3%	-24%	-1%	·	6%	0.3%
Cc1ccc(S(=O)(=O)N2CCOCC2)cc1NC(=O)CSc1cccc[n+]1[O-]	?	6%	0.0	17%	-2%	-5%	0%	10%	0.3%
O=C(N=Nc1c(O)[nH]c2ccc(Br)cc12)c1cc(-c2cccc3ccccc23)n[nH]1	i	-36%	-0.2	-25%	-43%	·	-18%	-8%	1.1%
CC(C)=CC(=O)O[C@H]1[C@@H]2[C@H](C)C(=O)O[C@@H]2C[C@@H](C)[C@@H]2[C@@H](O)CC(=O)[C@]21C	?	1%	0.3	-13%	-18%	-7%	0%	4%	-1.4%
CCOCC(=O)Nc1nc2ccccc2s1	i	?	4.4	-13%	-24%	26%	3%	1%	7.3%
COc1ccc(C(=O)Nc2ccccc2C(=O)NC(Cc2ccc(O)cc2)C(=O)NNC(=O)c2ccc(C)cc2)cc1 (configuration not stated)	i	4%	1.9	?	-29%	-2%	?	-18%	2.7%
CC1(Oc2ccccc2-c2ccn[nH]2)CCN(Cc2ccc(OC(F)(F)F)cc2)C1 (configuration not stated)	?	·	-0.8	?	-25%	-12%	·	6%	-0.2%[9.22 µM]
O=C(Cc1ccccc1)Nc1ccc(NC(=O)c2ccco2)cc1Cl	i	-22%	1.4	22%	-8%	1%	-12%	1%	19%
COc1ccc([C@H]2/C=C\CN(S(=O)(=O)c3ccc4ccccc4c3)[C@@H](C)C(=O)N2Cc2ccc(F)cc2)cc1	i	0%	-0.5	?	-5%	-5%	-2%	4%	-0.1%

# Next section; it opens with the 2 that closed the last part.
structure	ATXN viability	Nrf2 inh	IL2 activator	TGFb inhibitor	HepG2 viability	ATXN2 expr inh	A549 viability	EPAC2 agonist	Nrf2 activator
O=C(Cc1ccccc1)Nc1ccc(NC(=O)c2ccco2)cc1Cl	i	-22%	1.4	22%	-8%	1%	-12%	1%	19%
COc1ccc([C@H]2/C=C\CN(S(=O)(=O)c3ccc4ccccc4c3)[C@@H](C)C(=O)N2Cc2ccc(F)cc2)cc1	i	0%	-0.5	?	-5%	-5%	-2%	4%	-0.1%
CC(=C/c1ccc(C(C)C)cc1)/C=N/NC(=O)Cn1nnnc1N	i	8%	-0.5	0%	0%	13%	-1%	-6%	0.0%
COc1ccc(S(=O)(=O)NCc2ccc(C(=O)N3CCc4ccccc4C3)cc2)cc1	i	-17%	-0.7	-22%	-27%	-25%	3%	-6%	6.4%
Cc1ccc(C(=O)NCC(=O)N(C)CC(=O)Nc2ccccc2Br)s1	i	-5%	-1.3	0%	-3%	-9%	-10%	13%	1.7%
COc1ccc(C(=O)NNC(=O)COC(=O)c2sccc2C)cc1	i	-8%	0.1	9%	-36%	·	-3%	11%	0.3%
Cc1cc(C)n2ncc(/C(N)=N/OC(=O)Nc3ccccc3)c2n1	i	4%	-5.9	0%	3%	7%	-3%	0%	0.3%
CC(=O)C1=C(O)C(=O)N(c2ccc(S(=O)(=O)Nc3nccs3)cc2)C1c1ccc(F)cc1 (configuration not stated)	i	0%	1.7	3%	27%	7%	5%	6%	-0.2%
COC(=O)CN1C(C(=O)c2ccccc2)=C(OC(=O)c2ccccc2)c2ccccc2S1(=O)=O	?	5%	·	-10%	-17%	8%	-15%	·	0.4%
Cc1csc(CN(C)C(=O)CC2C(=O)NCCN2Cc2ccc(-c3ccccc3)cc2)n1 (configuration not stated)	i	-14%	2.2	-3%	-1%	0%	7%	10%	-0.5%
CCOC(=O)c1cc(-c2ccc(OC(F)F)cc2)nc2nc(SC)[nH]c(=O)c12	i	0%	0.4	0%	-7%	10%	-2%	-2%	0.6%
COc1ccc(C(=O)NCc2nnc(SCC(=O)Nc3cc(C)on3)o2)cc1OC	?	2%	3.4	2%	-2%	3%	-5%	6%	0.2%
CCOC(=O)c1c(C)[nH]c(C)c1C(=O)CN1C(=O)NC2(CCC(C)CC2)C1=O (configuration not stated)	i	·	-0.9	-9%	-1%	-8%	-2%	-10%	2.6%
Nc1nc(Nc2ccccc2)nc(NCc2ccccc2)c1[N+](=O)[O-]	?	23µM*	-3.4	-20%	-14%	-18%	?	3%	6.0%
O=C(CCCC(=O)N(CC(=O)NC1CCCCC1)c1ccc(F)cc1)Nc1ccccn1	i	-17%	-0.2	2%	1%	1%	3%	5%	1.2%
Cc1cc(C)cc(Nc2cc(-c3ccccc3)nc(C)n2)c1	?	?	·	?	-44%	-27%	-10%	·	5.1%
Cc1ccc(C(=O)NCCSCc2ccccc2)cc1[N+](=O)[O-]	i	-4%	0.4	-2%	-7%	6%	8%	8%	0.0%
Nc1nonc1-c1nc2ccccc2n1Cc1c(Cl)cccc1Cl	?	-5%	·	3%	-18%	13%	2%	·	4.2%
Cc1cccc(C2c3[nH]c4ccccc4c3CCN2C(=O)c2noc3c2CCCC3)n1 (configuration not stated)	?	?	0.4	-11%	-37%	-21%	1%	11%	?
COc1ccc(/C=C(\C#N)C(=O)Nc2cc(S(=O)(=O)N3CCCCC3)ccc2N2CCCCC2)cc1	i	8%	1.3	-1%	-2%	5%	2%	2%	-0.1%
CC1CN(S(=O)(=O)c2cccc(C(=O)NCc3ccco3)c2)CC(C)O1 (configuration not stated)	i	-4%	0.1	-5%	2%	6%	2%	13%	0.3%
CCOC(=O)N1CCN(C(=O)CN(C)S(=O)(=O)c2ccc(OCC)cc2)CC1	i	-20%	-0.7	2%	2%	21%	3%	12%	-0.2%
N#CC1=C(N)Oc2cc(O)ccc2C1C1CCCCC1 (configuration not stated)	i	·	0.0	-18%	-29%	-13%	-17%	3%	2.4%
Cc1c(CC(=O)N2CCC(C(N)=O)CC2)c(=O)oc2cc3c(cc12)CCC1(CCCCC1)O3	?	2%	-0.1	53%[activator]	-6%	-24%	-9%	3%	-0.4%
COc1ccccc1C(=O)NCC(=O)OC(C)C(=O)NC(=O)NC1CCCCC1 (configuration not stated)	i	0%	0.0	20%	14%	-13%	-1%	-12%	0.5%
OC(c1ccccc1)(c1nc(-c2cccc(F)c2)cs1)C(F)(F)F (configuration not stated)	?	·	-0.7	?	-89%	-31%	·	5%	0.6%

# Just IL2 activator and ATXN2 expr inh, for 2 of the compounds above:
SMILES,IL2 activator,ATXN2 expr inh
Cc1ccc(C(=O)NCC(=O)N(C)CC(=O)Nc2ccccc2Br)s1,-1.3,-9%
COc1ccccc1C(=O)NCC(=O)OC(C)C(=O)NC(=O)NC1CCCCC1 (configuration not stated),0.0,-13%

# Screening data from PubChem BioAssay.
